Bioassay records: PubChem, The Scripps Research Institute Molecular Screening Center
TTR transcr act – TTR transcription activators in neuroblastoma reporter cells, primary screen, cell-based, luminescence, SH-SY5Y, TTR promoter Gaussia luciferase. 100% = recombinant luciferase protein wells. activation, % at 16.7 µM. 92,000 tested, 1.3% active. AID 1117267, 2014;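 active = activation above the mean of all tested compounds plus 3 SD, cut at about 9.5% in these data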;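 note: cells exposed to compounds for one day before reading; 0% = median of all test compound wells on the plate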
* = called active by the depositor. Not all compounds are listed, so the mix of outcomes need not match the whole.

compound | TTR transcr act
CN(C(=O)c1cc2ccccc2cc1O)C1CCCCC1 | -0.4
Cc1cccc(NC(=O)C2CCN(S(=O)(=O)c3ccc4ccccc4c3)CC2)n1 | 3.4
COC(=O)Cn1c(CCC(=O)O)ccc1-c1ccccc1 | 3.4
Cn1cncc1C#Cc1ccc2c(=O)c3ccccc3oc2c1 | -4.3
COc1ccc(C(=O)N2CCN=C2SC)cc1 | -0.1
COc1cc(C(=O)NNC(=O)c2ccoc2C)cc(OC)c1OC | 2.4
c1cc(CNCC2CCCO2)ccn1 (stereo not drawn) | 0.6
O=C(CCNS(=O)(=O)c1c(Cl)cccc1Cl)N1CCCC1 | 1.2
COc1ccc([C@H]2C[C@H](n3cc(COC(=O)c4ccccc4)nn3)[C@@H](O)CN2CC2CCCCC2)cc1 | 2.0
Nc1ccc2c3c(cccc13)-c1ccccc1-2 | 0.1
C[C@@H]1COc2cc(Br)ccc2S(=O)(=O)N1Cc1cn(CC2CCCCC2)nn1 | -1.7
Cn1ccnc1/C(=N\NC(=O)c1ccc(O)cc1)c1cccc([N+](=O)[O-])c1 | 0.2
COC(=O)c1ccc(-n2nc(C(F)(F)F)c3c2-c2ccoc2CC3)cc1 | -0.1
COc1cc(C(=O)NCC2(c3ccccc3)CCCC2)ccc1OC(C)C | -1.0
O=C(NCc1ccco1)NC1CCCCC1 | 4.0
CC1C2CC(CC1(C)C)N(C(=O)Nc1ccc3nccnc3c1)C2 (stereo not drawn) | -1.3
O=C(O)C1CCCCN1C(=O)c1cc2c(s1)CCCCC2 (stereo not drawn) | -0.6
COP(=O)(O)CCOCCC(CC(C)C)NC(=O)OCc1ccccc1 (stereo not drawn) | 1.3
O=C(C=Cc1ccco1)N1CCOCC1 | 2.1
COc1ccc(CCNC(=O)COC(=O)Cc2ccccc2[N+](=O)[O-])cc1 | -0.2
CC(C)(C)OC(=O)NCc1ccc(NC(=O)c2nc[nH]c2C(=O)N[C@@H](Cc2ccccc2)C(=O)OCc2ccccc2)cc1 | 7.6
CC(C)[C@H](NC(=O)N1CC(=O)Nc2ccccc21)C(=O)N[C@@H](Cc1ccccc1)C(=O)O | 2.0
S=c1[nH]nc(-c2cccnc2)n1/N=C/C=C/c1ccco1 | -1.5
O=C(CCN1C(=O)C2C3CCC(C3)C2C1=O)Nc1ccc(Cl)cc1Cl (stereo not drawn) | -0.3
Cc1ccc(NS(=O)(=O)c2ccc(Cl)c(C(=O)O)c2)cc1S(=O)(=O)N1CCOCC1 | 2.0
Cc1cc(=O)[nH]c2nc3ccccc3n12 | 1.3
Cc1cccc(NC(=S)NC2CCCCC2)n1 | -0.5
Cn1ccc2c(-c3ccc(F)cc3F)cc3c(c21)C1CCC3C1 (stereo not drawn) | 1.6
CCOC(=O)C(=CNc1ccc2c(c1)CCN2C(C)=O)C(=O)OCC | -2.2
CCc1nc(C)cn1S(=O)(=O)c1ccc(Cl)c(Cl)c1Cl | 0.1
O=C(c1cnn2c(C(F)(F)F)cc(-c3ccccc3)nc12)N1CCOCC1 | 1.4
CC1(C)OC2C(O1)[C@@H](CO)O[C@H]2n1cnc2c(N)ncnc21 (stereo partly drawn) | 0.0
CN(CC(=O)Nc1ccc(F)cc1)CC(=O)N1CCCCCC1 | 0.4
CCOC(=O)C(C)Sc1nc(N2CCOCC2)c2c(c1C#N)CC(C)(C)OC2 (stereo not drawn) | -1.9
O=C(c1ccccc1)N1N=C(C(F)(F)F)CC1(O)c1ccccc1O (stereo not drawn) | -1.1
Nc1ccn([C@@H]2O[C@H](CNCc3cccc(OC4CCCC4)c3)[C@@H](O)[C@H]2O)c(=O)n1 | -0.9
COc1ccc(CNC(=O)C2CCCN(S(=O)(=O)c3ccc4c(c3)C(C)(C)C(=O)N4C)C2)cc1 (stereo not drawn) | -1.7
C=Cc1ccc(Cn2nc(-c3ccccc3)ccc2=O)cc1 | 3.3
Cc1cccc(C(=O)NCc2nnc(SCC(=O)NC3=NCCS3)n2C)c1 | 0.7
CC1=Nc2cc(C(=O)NCC3CCCO3)ccc2Sc2ccc(C)cc21 (stereo not drawn) | 0.3
Cc1ccc(SCC(=O)Nc2cc(C)on2)cc1 | 6.6
Cc1cccc(OCc2nc(C#N)c(NCCN(C)C)o2)c1 | 0.4
CCOC(=O)C1CCN(S(=O)(=O)c2cn(C)cn2)CC1 | 0.9
O=C(CN1CCC(NC(=O)c2ccc(Br)cc2)CC1)NCc1cccs1 | -0.7
CCCC(C)(C)C(=O)N1CCC1(C)C(=O)Nc1ccc(OC)c(OC)c1 (stereo not drawn) | -2.7
O=C(COC(=O)c1cccc(F)c1)Nc1ccc2c(c1)OCCO2 | -0.9
O=C(C1CCCN(S(=O)(=O)c2ccccc2[N+](=O)[O-])C1)N1CCN(c2ccccc2)CC1 (stereo not drawn) | 6.8
O=c1c2ccccc2c(/C=N/c2n[nH]c(CCCO)n2)c(O)n1-c1ccccc1Cl | 2.2

(continued)
| Compound | TTR transcr act |
| --- | --- |
| COc1cc(/C=C/c2ccc3cccc(O)c3n2)cc(Br)c1OC | -5.1 |
| CSc1ncccc1C(=O)N1CCCC(C(=O)c2ccc3ccccc3c2)C1 (stereo not drawn) | 2.9 |
| O=C(NCCCN1CCOCC1)c1ccc(NC(=O)C2COc3ccccc3O2)cc1 (stereo not drawn) | 6.6 |
| CCOc1cc(S(=O)(=O)NC2CCCCC2)ccc1F | 1.2 |
| O=C(Nc1cccc(NC(=O)c2cccc([N+](=O)[O-])c2)n1)c1cccc([N+](=O)[O-])c1 | -0.9 |
| C[n+]1c(-c2ccccc2)sc([S-])c1-c1ccccc1 | -1.1 |
| Cc1cc([N+](=O)[O-])nn1CCCC(=O)NC1CCCCC1 | 2.8 |
| O=C1C(=Cc2ccco2)CCCC1=Cc1ccco1 | -1.0 |
| CCOC(=O)c1c(NC(=S)NC)sc2c1CC(C)(C)SC2 | 4.1 |
| Cc1nn(CC(=O)N(CC(C)C)C2CCS(=O)(=O)C2)c(C)c1[N+](=O)[O-] (stereo not drawn) | 13* |
| CCCCCCN1CCN(C2CN(C3CCCCC3)S(=O)(=O)C2)CC1 (stereo not drawn) | -0.8 |
| CC(C)C(CO)N1CCN(Cc2ccccc2)CCC1=O (stereo not drawn) | -1.0 |
| CC(=O)N=c1c(C#N)cc2c(=O)n3cccc(C)c3nc2n1Cc1ccco1 | -2.7 |
| COc1ccc(/C=C/C(=O)OCC(=O)NCC2CCCO2)cc1 (stereo not drawn) | 0.0 |
| O=C(CSc1ccc2nnc(-c3ccc(F)cc3)n2n1)N1CCOCC1 | -0.1 |
| O=C(Nc1ccc2c(c1)Cc1ccccc1-2)c1ccccc1F | -2.2 |
| O=S(=O)(Nc1ccc(Oc2ncccn2)c(Cl)c1)c1ccc(F)cc1 | 0.7 |
| Cc1ccc(NC(=O)CCc2ccccc2)cc1S(=O)(=O)N1CCOCC1 | -0.6 |
| COc1ccc(OC)c(-c2nc(C(N)=O)c3[nH]c(=O)n(-c4ccc(F)cc4)c3n2)c1 | -2.2 |
| Clc1nc(Cl)c2ncn(-c3ccccc3)c2n1 | -2.8 |
| COc1ccc(Nc2nc3cc(-c4ccsc4)sc3c(=O)n2C)cc1OC | -0.4 |
| NC(=O)N/N=C/c1ccc(N2CCOCC2)s1 | 2.7 |
| COc1ccc(OCC(=O)NNC(=O)c2ccccc2OCc2c(C)noc2C)cc1 | -2.1 |
| COCCN(Cc1cc2cc3c(cc2nc1Cl)OCO3)C(=O)Nc1ccc(F)cc1 | 1.6 |
| Fc1ccc(-c2csc3ncnc(Nc4ccc(N5CCOCC5)cc4)c23)cc1 | -0.8 |
| Cc1nnsc1-c1nnc(SCC(=O)c2ccccc2)n1C1CC1 | 3.7 |
| COc1cccc(OC)c1OCC(C)CNCC1CCCO1 (stereo not drawn) | 3.5 |
| COCCNc1nc(NCc2cccc(OC)c2)c2sccc2n1 | -1.9 |
| c1ccc(CSc2ccc(-c3cccs3)nn2)cc1 | 3.2 |
| N#Cc1ccc(C23OCCN2CCn2nc4ccccc4c23)cc1 (stereo not drawn) | 0.8 |
| Cn1[nH]c(C(F)(F)F)cc1=O | 1.3 |
| O=C(CC1NCCNC1=O)Nc1ccc2c(c1)OCCO2 (stereo not drawn) | -2.6 |
| COc1ccc(CNC(=O)CSc2nnc3c(n2)[nH]c2ccc(C)cc23)cc1 | -0.2 |
| N#Cc1ccc(-c2ccc(OCC(=O)NCC(=O)Nc3ccc(F)c(F)c3F)cc2)cc1 | -3.4 |
| CN(Cc1ccccc1)Cc1cc(=O)oc2ccc3ccccc3c12 | -0.7 |
| CCCOc1cc(C)c(Cl)cc1S(=O)(=O)N(CC)CC | -2.4 |
| Cn1c(SCC(=O)N2CCc3ccccc32)nc2cccnc21 | -1.8 |
| COCc1nnc(NC(=O)CS(=O)(=O)Cc2ccccc2)s1 | 1.5 |
| CCCCN(C)C(=O)Cn1cnc2sc(C)c(S(=O)(=O)N3CCN(c4ccccc4OC)CC3)c2c1=O | -1.9 |
| Cc1c(C(=O)Nc2ccc(-c3nnc4n3CCCCC4)cc2)oc2ccc(Br)cc12 | -1.5 |
| O=C(CN1c2ccccc2Sc2ccccc21)NNC(=O)Nc1ccc(Cl)c(Cl)c1 | -0.7 |
| O=C1NC[C@H](Cc2ccc(O)cc2)N(C[C@H]2CCCN2C[C@H](Cc2ccccc2)N2C[C@H](Cc3ccccc3)N(CCc3ccccc3)C(=O)C2=O)C1=O | -1.4 |
| CCOc1ccc(C(=O)Nc2cccc3nsnc23)cc1[N+](=O)[O-] | 3.2 |
| NC(=O)c1ccc(NC(=O)COC(=O)CCN2C(=O)c3ccccc3C2=O)cc1 | -1.6 |
| CCN(C(=O)COC(=O)c1cccc(C)c1[N+](=O)[O-])c1c(N)n(Cc2ccccc2)c(=O)[nH]c1=O | -0.7 |
| CC1Cc2ccccc2N1S(=O)(=O)c1c(N)n(C)c(=O)n(C)c1=O (stereo not drawn) | 2.3 |
| O=C(N/N=C/c1cccs1)c1cccc(NC(=O)c2ccc(Cl)cc2)c1 | -6.2 |
| Cc1ccc(C(=O)NCCCNc2ccc(C(F)(F)F)cc2[N+](=O)[O-])cc1 | 0.7 |
| CCOC(=O)N1CCN(C(=O)CCS(=O)(=O)c2ccc(Br)s2)CC1 | 4.1 |
| O=C(NCc1ccco1)c1ccc(Cl)c(S(=O)(=O)N2CCOCC2)c1 | 1.6 |
| COc1ccc(C(c2c(NC(=O)c3ccco3)sc(C)c2C)N2CCOCC2)cc1 (stereo not drawn) | 14* |
| Cc1ccc2nc(/C(C#N)=C\c3ccc(N4CCOCC4)o3)[nH]c2c1 | 2.3 |
| O=S(=O)(N1CCOCC1)N1CCOCC1 | 0.1 |
| CN(C)CCCNC(=O)C(=O)NCC1CCCO1 (stereo not drawn) | 2.8 |
| COc1ccc(N(CC(=O)Nc2cc(C)on2)S(=O)(=O)c2ccc(Cl)cc2)cc1 | 1.2 |
| CC(C)c1ccc2[nH]c(O)c(N=NC(=O)c3cccc(S(=O)(=O)Nc4cccc(Cl)c4)c3)c2c1 | -0.2 |
| Clc1ccccc1CSc1nnc(Cn2cnc3ccccc32)n1-c1ccccc1 | -0.9 |
| CC(CN1CCN(CC(C)C(=O)c2ccccc2)CC1)C(=O)c1ccccc1 (stereo not drawn) | 1.5 |
| Nc1nc(CN2CCN(Cc3ccccc3)CC2)nc(N2CCCc3ccccc32)n1 | 2.5 |
| Cc1cc(=O)oc2cc(OCC(=O)NC3CCCCC3)c(Cl)cc12 | 0.2 |

Next part
| Compound | TTR transcr act |
| --- | --- |
| COc1ccc([C@H]2CC(=O)C[C@@H](CCn3cc(-c4nccn4C)nn3)O2)cc1 | 1.7 |
| COc1ccc(S(=O)(=O)NC2CCCCCC2)c(OC)c1 | -0.1 |
| O=C1NC(=O)/C(=C\c2ccc(Oc3ccc([N+](=O)[O-])cn3)cc2)S1 | -2.2 |
| CCOc1ccc(N2C(=O)C(C)CNC2=S)cc1 (stereo not drawn) | -1.2 |
| CCN(CC)S(=O)(=O)c1ccc(NC(=S)NC(=O)CC(C)C)cc1 | -1.9 |
| CN(Cc1ccccc1)C(=O)C1CCCN1S(=O)(=O)c1ccc(Cl)cc1 (stereo not drawn) | -1.1 |
| CC1(C)Nc2ccccc2N(CCC(=O)N2CCOCC2)C1=O | 4.4 |
| N#Cc1nnn2c1nc(N)c1c(F)cccc12 | 1.1 |
| O=C(COC(=O)Cn1cnc2ccccc2c1=O)Nc1ccc(Cl)c(C(F)(F)F)c1 | -1.8 |
| Cc1ccc(C(=O)OCC(=O)c2ccc[nH]2)s1 | -0.1 |
| CC(C)C(=O)Nc1cccc(C(=O)Nc2nnc(C(C)C)s2)c1 | -4.2 |
| CN(Cc1cnccn1)Cc1nc(Cc2cccc(F)c2)no1 | -0.7 |
| COCC1CCN(C(=O)C2CCC(=O)N(CCc3cccc(F)c3)C2)CC1 (stereo not drawn) | -0.1 |
| CCOc1ccc(C(=O)N[C@H](C(=O)O)C(C)C)cc1 | 0.2 |
| O=C(OCC(=O)N1CCCc2ccccc21)c1cc(S(=O)(=O)N2CCOCC2)ccc1O | 2.1 |
| CS(=O)(=O)c1ccc(C(=O)N2CCN(C(=O)c3ccco3)CC2)cc1 | -2.1 |
| COCCCN1C(=O)C(CC(=O)NCc2cccs2)CC(C(=O)N(C)C)=C1C (stereo not drawn) | 0.5 |
